# From PubChem
# SENP7 inh – blocks the human protease SENP7; recombinant SENP7, Z-RLRGG-aminoluciferin luminescence, 40 min; inhibition, % at 5 µM; 330,000 tested, 1.5% active; Q9BQF6;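 active = inhibition above about 50% at the single test dose, limit read from the data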;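 also: plate controls were DMSO with enzyme for no effect and no enzyme buffer wells for full effect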
# Apaf-1 inh – inhibitors of human Apaf-1 apoptosome; O14727; reconstituted apoptosome caspase-3 activity, DEVD-Rh110 fluorescence; inhibition, % at 20 µM; 330,000 tested, 0.71% active; AID 489030; active = inhibition of at least 40% at 20 µM;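 also: plate controls were DMSO wells for no effect and DEVD-CHO caspase inhibitor wells for full effect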
#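 Assay system: Apoptosome proteins | Medium: pH 7.5 Hepes buffer with CHAPS, BSA, DTT | Also added: Cytochrome c and DEVD-Rh110 substrate | Times: 30 min plus 50 min, RT | Detection: Rhodamine 110 fluorescence at Ex 480/Em 540 nm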
# NLRP3 yeast inh – inhibitors of NALP3 inflammasome in yeast; Yeast reconstituted NLRP3/ASC/caspase-1, beta-gal luminescence, 24 h; inhibition, % at 10 µM; 330,000 tested, 0.39% active; AID 2825;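 active = inhibition of 50% or more; inactive = inhibition below 50%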;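 also: plate controls were induced DMSO wells for no effect and uninduced yeast grown without galactose for full effect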
# SENP6 block – SENP6 protease inhibition; Q9GZR1; Recombinant SENP6 catalytic domain, aminoluciferin luminescence; inhibition, % at 10 µM; 330,000 tested, 1.8% active;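 active = inhibition above about 50% at the single tested dose, limit read from the data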;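 also: plate controls were DMSO wells with enzyme for no effect and DMSO wells lacking enzyme for full effect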
# HKDC1 inhibitor – HKDC1 (human) hexokinase inhibition | 340,000 tested, 0.16% active | inhibition, % at 20 µM | recombinant HKDC1, G6PDH/diaphorase resazurin coupled fluorescence;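 active = inhibition above about 35% when tested at 20 µM, limit read from the data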;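 also: plate controls were DMSO wells with enzyme for no effect and DMSO wells lacking enzyme for full effect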
# Target sequence (Q2TB90 whole entry, looked up): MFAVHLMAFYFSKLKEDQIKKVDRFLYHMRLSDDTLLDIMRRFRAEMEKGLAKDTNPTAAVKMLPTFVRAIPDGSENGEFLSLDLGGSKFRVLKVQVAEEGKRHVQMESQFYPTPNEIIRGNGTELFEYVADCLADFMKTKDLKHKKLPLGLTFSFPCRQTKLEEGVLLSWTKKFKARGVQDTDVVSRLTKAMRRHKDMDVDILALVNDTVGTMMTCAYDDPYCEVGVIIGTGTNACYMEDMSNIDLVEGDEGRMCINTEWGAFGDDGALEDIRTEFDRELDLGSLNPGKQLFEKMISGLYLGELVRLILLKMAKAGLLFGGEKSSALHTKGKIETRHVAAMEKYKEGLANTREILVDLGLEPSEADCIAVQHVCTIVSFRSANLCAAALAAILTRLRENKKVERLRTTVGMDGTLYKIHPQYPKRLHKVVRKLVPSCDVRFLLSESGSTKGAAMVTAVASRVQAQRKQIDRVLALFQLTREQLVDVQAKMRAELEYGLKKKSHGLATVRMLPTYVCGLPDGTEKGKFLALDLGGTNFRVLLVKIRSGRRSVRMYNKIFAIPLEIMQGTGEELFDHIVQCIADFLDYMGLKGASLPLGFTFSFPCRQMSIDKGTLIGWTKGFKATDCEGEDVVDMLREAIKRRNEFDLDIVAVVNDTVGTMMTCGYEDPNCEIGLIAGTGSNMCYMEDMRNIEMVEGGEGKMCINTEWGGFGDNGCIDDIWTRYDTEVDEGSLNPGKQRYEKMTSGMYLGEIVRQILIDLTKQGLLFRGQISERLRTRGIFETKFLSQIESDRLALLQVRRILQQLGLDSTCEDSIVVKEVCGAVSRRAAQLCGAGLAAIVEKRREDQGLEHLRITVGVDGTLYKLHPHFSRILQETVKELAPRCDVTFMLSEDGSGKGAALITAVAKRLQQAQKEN
#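 Test system: HK5 enzyme. Quantity: 5 µg/mL HK5 final. Reagent: glucose and ATP substrates. Schedule: 90 min reaction incubation at room temperature, dark. Technique: resazurin-to-resorufin fluorescence via G6PDH and diaphorase coupling, 525/613 nm. Control set: DMSO wells with and without enzyme mix.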
# PfG6PD inh – PfG6PD (Plasmodium falciparum) enzyme inhibition | 350,000 tested, 0.78% active | PfGluPho enzyme, NADPH resazurin-diaphorase fluorescence | inhibition, % at 20 µM;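 active = inhibition reaching at least a set limit at 20 µM in the primary screen, cut at about 59% in these data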;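 also: 0% = DMSO wells with substrate and 100% = DMSO wells lacking glucose-6-phosphate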
# SENP8 block-1 – blocks human SENP8 cleavage of Nedd8 substrate; Q96LD8; 360,000 tested, 0.64% active; recombinant SENP8, Nedd8 substrate fluorescence; inhibition, % at 20 µM; AID 602440; in the data active = inhibition mostly above about 40%, no sharp cut-off; inactive = mostly below about 27%
# SENP8 block-2 – inhibitors of human SENP8 protease. Q96LD8. purified SENP8, Z-RLRGG-aminoluciferin cleavage, luminescence. inhibition, % at 10 µM. 330,000 tested, 1.2% active. AID 2540; in the data active = inhibition above about 50%
# SENP1 inh – SENP1 (human) catalytic domain inhibition; recombinant SENP1 catalytic domain, CyPet-SUMO1-YPet FRET cleavage; inhibition, % at 10 µM; 360,000 tested, 0.21% active;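 active = inhibition at least 30% at 10 µM, raw YFP signal under a set limit, fluorescence ratio 0.5 to 1.5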;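 also: 0% = enzyme with DMSO and 100% = no enzyme wells; some results filed as inactive read as strong as hits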
#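 Material – human SENP1 catalytic domain · Input – SENP1 enzyme, 20 pM final · Compound dosing – single concentration of 10 µM compound, 0.5% DMSO final · Timing – enzyme reaction for 50 min at room temperature, dark · Measured by – FRET fluorescence in CFP and YFP emission channels · Control set – no-enzyme wells low, DMSO-plus-enzyme wells high control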
# Active calls of the source: *; · = not tested or not shown.
SMILES,SENP7 inh,Apaf-1 inh,NLRP3 yeast inh,SENP6 block,HKDC1 inhibitor,PfG6PD inh,SENP8 block-1,SENP8 block-2,SENP1 inh
CC1CCN(CC(O)COCCC23CC4CC(CC(C4)C2)C3)CC1 (stereo not given),3,-5,22,-4,-8,1,14,-1,2
Cc1ccc(Cn2ccc(-c3cnc(-c4ccccc4)s3)n2)cc1,33,19,29,51*,1,26,-416,6,1
Cn1ccsc1=NC(=O)c1ccc(=O)[nH]c1,-2,7,9,0,-7,2,-5,3,2
COc1ccc(C(=O)Nc2ccccc2C(=O)NC(Cc2ccc(O)cc2)C(=O)NNC(=O)c2ccncc2)cc1 (stereo not given),2,-3,9,9,-5,10,-47,3,1
COC(=O)CC(NC(=O)Nc1ccccc1F)c1ccc2c(c1)OCO2 (stereo not given),3,1,17,4,-1,-8,8,3,2
Cc1cc(C(=O)COC(=O)c2ccccc2O)c(C)n1CC1CCCO1 (stereo not given),97*,2,26,97*,-7,14,-21,95*,1
CCOc1ccc(-c2cc(C(=O)N/N=C(\C)c3cccnc3)c3ccccc3n2)c(OCC)c1,-8,6,14,-3,0,4,-358,4,-1
S=C(NCCCN1CCN(CCCNC(=S)NC2CCCCC2)CC1)NC1CCCCC1,·,·,·,·,-4,-1,9,·,-1
CCOC(=O)c1cc(NC(=O)N(C(C)C)C2CCCCC2)c(C)nc1C,1,-3,2,-13,-6,0,-92,1,2
O=S(=O)(Nc1ccccc1)c1ccc(NS(=O)(=O)c2c(F)cccc2F)cc1,-2,3,-20,-3,-2,9,22,2,1
CSc1ccc(Cl)c(C(=O)NCC(C)C)c1,-4,3,-1,5,1,2,14,6,1
CCC/C=C1/CCCOC(C(=O)NCCN2CCOCC2)(C(F)(F)F)C1 (stereo not given),1,-10,13,1,-4,-1,17,-2,0
CNC(=S)N/N=C(\C)c1cccc([N+](=O)[O-])c1,-5,-8,-8,4,-8,3,7,-2,-1
O=C1CSC(c2cccc(F)c2)N1c1c(F)cccc1F (stereo not given),-1,-1,14,0,-3,7,10,-3,2
COc1ccc(NS(=O)(=O)c2ccc(O)c(C(=O)OCC(=O)Nc3ccc4c(c3)OCCO4)c2)cc1,3,15,0,1,-8,-17,-223,1,-2

# 15 entries from above, tab-delimited:
Structure	SENP7 inh	Apaf-1 inh	NLRP3 yeast inh	SENP6 block	HKDC1 inhibitor	PfG6PD inh	SENP8 block-1	SENP8 block-2	SENP1 inh
CC1CCN(CC(O)COCCC23CC4CC(CC(C4)C2)C3)CC1 (stereo not given)	3	-5	22	-4	-8	1	14	-1	2
Cc1ccc(Cn2ccc(-c3cnc(-c4ccccc4)s3)n2)cc1	33	19	29	51*	1	26	-416	6	1
Cn1ccsc1=NC(=O)c1ccc(=O)[nH]c1	-2	7	9	0	-7	2	-5	3	2
COc1ccc(C(=O)Nc2ccccc2C(=O)NC(Cc2ccc(O)cc2)C(=O)NNC(=O)c2ccncc2)cc1 (stereo not given)	2	-3	9	9	-5	10	-47	3	1
COC(=O)CC(NC(=O)Nc1ccccc1F)c1ccc2c(c1)OCO2 (stereo not given)	3	1	17	4	-1	-8	8	3	2
Cc1cc(C(=O)COC(=O)c2ccccc2O)c(C)n1CC1CCCO1 (stereo not given)	97*	2	26	97*	-7	14	-21	95*	1
CCOc1ccc(-c2cc(C(=O)N/N=C(\C)c3cccnc3)c3ccccc3n2)c(OCC)c1	-8	6	14	-3	0	4	-358	4	-1
S=C(NCCCN1CCN(CCCNC(=S)NC2CCCCC2)CC1)NC1CCCCC1	·	·	·	·	-4	-1	9	·	-1
CCOC(=O)c1cc(NC(=O)N(C(C)C)C2CCCCC2)c(C)nc1C	1	-3	2	-13	-6	0	-92	1	2
O=S(=O)(Nc1ccccc1)c1ccc(NS(=O)(=O)c2c(F)cccc2F)cc1	-2	3	-20	-3	-2	9	22	2	1
CSc1ccc(Cl)c(C(=O)NCC(C)C)c1	-4	3	-1	5	1	2	14	6	1
CCC/C=C1/CCCOC(C(=O)NCCN2CCOCC2)(C(F)(F)F)C1 (stereo not given)	1	-10	13	1	-4	-1	17	-2	0
CNC(=S)N/N=C(\C)c1cccc([N+](=O)[O-])c1	-5	-8	-8	4	-8	3	7	-2	-1
O=C1CSC(c2cccc(F)c2)N1c1c(F)cccc1F (stereo not given)	-1	-1	14	0	-3	7	10	-3	2
COc1ccc(NS(=O)(=O)c2ccc(O)c(C(=O)OCC(=O)Nc3ccc4c(c3)OCCO4)c2)cc1	3	15	0	1	-8	-17	-223	1	-2

# Other compounds
SMILES,SENP7 inh,Apaf-1 inh,NLRP3 yeast inh,SENP6 block,HKDC1 inhibitor,PfG6PD inh,SENP8 block-1,SENP8 block-2,SENP1 inh
O=C(N/N=C/c1ccc(OCc2ccccc2)cc1)c1ccco1,10,3,18,10,2,-1,-18,-2,2
CC[C@]1(c2ccccc2C)ON(c2ccccc2C(F)(F)F)C1=O,1,12,10,4,1,1,12,4,3
CCCn1c(SCC(=O)NC2CCCc3ccccc32)n[nH]c1=O (stereo not given),0,5,24,-3,-10,10,13,-8,-2
CCCCNC(=O)CCN1N=C(c2ccccc2)CCC1=O,-7,-28,8,-21,26,-16,16,-1,-2
O=C(COC(=O)C1CCCCC1)Nc1ccccc1OC(F)F,1,4,5,-12,-1,0,12,5,2
CCCC(=O)Nc1cccc(C(=O)Nc2nccs2)c1,3,-2,12,7,1,-1,0,-6,0
Cn1c(SCC(=O)Nc2ccccc2)nc2ccccc2c1=O,5,0,27,13,2,-6,1,0,0
CCCCn1c(CN2CCN(c3ccccc3)CC2)nc2c1c(=O)n(C)c(=O)n2C,3,5,7,-15,-5,-5,6,0,-2
O=C(NNC(=O)c1cccs1)c1csc(N2CCOCC2)n1,-8,-1,8,-1,-4,-14,19,-4,4
CC(=O)c1c(C)[nH]c(C(=O)OCC(=O)N2CCN(S(=O)(=O)c3ccc(C)cc3C)CC2)c1C,0,8,13,-4,-6,-3,9,-3,0
N#Cc1ccc(NC(=O)Cn2c3[n+](c4ccc(C(F)(F)F)cc42)CCCCC3)cc1,5,1,-2,-4,-1,-4,12,-4,-5
O=C(NC1CCCC1)C(c1cccnc1)N(C(=O)c1ccco1)c1ccc(F)cc1 (stereo not given),3,-4,4,2,0,-8,16,6,0
CC(C(=O)N(C)Cc1ccccc1)N1CCN(C/C=C/c2ccccc2)CC1 (stereo not given),3,-25,8,-2,-8,0,14,8,4
Cc1nc(-c2ccc(S(=O)(=O)N3CCN(C(c4ccccc4)c4ccccc4)CC3)s2)cs1,0,-12,3,-10,1,-2,7,6,-16
O=c1cc(N2CCOCC2)[nH]c(=O)n1C1CCCCC1,2,-1,21,-10,-2,5,19,-2,1
CCOC(=O)C1(CCOc2ccccc2)CCN(CC(O)CO)CC1 (stereo not given),-13,-53,2,1,-7,1,8,-2,-2
Cc1ccc(CN2C(=O)N/C(=C/c3ccc4c(c3)n(C)c(=O)n4C)C2=O)cc1,11,11,12,5,·,·,·,-4,·
O=c1[nH]c(NNC(=S)NC2CCCCC2)nc2c1C1(CCCC1)Cc1ccccc1-2,0,11,1,-7,2,0,-196,-6,5
Clc1ccc(-n2cccc2CN2CCc3c([nH]c4ccccc34)C2c2ccccn2)nc1 (stereo not given),-5,30,11,-10,-5,4,-43,-12,-34
Cc1ccc(C(=O)OC(C)C(=O)NC2CCCCC2C)s1 (stereo not given),-5,5,28,-5,-7,-1,20,-5,1
CCOC(CCNC(=O)c1cn(C)c(=O)c2c1c1ccccc1n2C)OCC,4,2,23,-2,7,8,-298,0,4
N#CC1=C(N)Oc2cc(O)ccc2C1c1ccc(Br)s1 (stereo not given),11,-5,19,-12,11,-23,15,-5,-25
COc1ccc(-c2cc3ccc(OC)cc3cn2)cc1,84*,0,1,68*,4,30,-474,46,1
COc1cc([N+](=O)[O-])ccc1-c1ccc(/C=N/NC(N)=O)o1,8,14,-32,16,0,7,-27,-3,-36
CCOC(=O)c1nnn(-c2nonc2N)c1CSc1ccccn1,-1,2,1,-10,2,22,15,7,2
COc1ccc(OC)c(S(=O)(=O)NC(C)c2ccc(-n3ccnc3)cc2)c1 (stereo not given),-4,-6,5,-12,-4,-1,12,4,3
O=C(Nc1ccccc1)OC(CN1CCCCC1)C(F)(F)F (stereo not given),5,-16,32,3,-3,-4,16,3,-1
CN1C[C@@H]2[C@@H]3C(=O)N(C)C(=O)[C@@H]3[C@](C)(C1=O)N2C(=O)c1ccccc1,·,·,·,·,-3,6,14,·,2
COCCN1CCC(CNCc2cn[nH]c2-c2ccc(C)c(C)c2)C1 (stereo not given),3,-11,12,-25,-2,0,23,-4,2
Cc1ccc(C(c2sc3nc(C)nn3c2O)N2CCN(c3ccccc3F)CC2)cc1 (stereo not given),0,18,1,1,1,-15,10,-3,2
C#CCOCCOCCOCCNc1nc(N2CCN(C(=O)[C@H](CCC(=O)O)n3cc(C(N)Cc4ccc(O)cc4)nn3)CC2)nc(N2CCN(C(=O)[C@H](Cc3ccc(O)cc3)n3cc(C(N)[C@H](C)CC)nn3)CC2)n1 (stereo not given in full),1,6,10,-5,·,·,·,-2,·
O=C(Nc1ccncc1)c1ccc2c(c1)S(=O)(=O)c1ccccc1C2=O,0,-5,7,-6,3,-7,15,1,2
CC(C)(C)NC(=O)c1ccccc1NC(=O)C1CCCO1 (stereo not given),11,-10,-14,-10,-15,5,10,-3,1
O=C1c2ccccc2C(=O)N1Cc1nc2ccccc2c(=O)n1CCCn1ccnc1,·,·,·,·,-1,-3,29,·,3
Cc1ccc(C(=O)NCCNc2nc3cc(C)c(C)cc3cc2C)cc1,2,2,17,-3,13,-1,-269,1,0
O=[N+]([O-])c1ccc(OCC(O)CN(C2CCCCC2)C2CCCCC2)cc1 (stereo not given),-1,7,12,-13,-9,-16,23,-5,-1
CCOc1ccccc1NC(=O)Cn1c(=O)c(OCC)nc2cnccc21,7,-7,-2,-3,-5,3,10,-1,-12
CCOC(=O)N1CCC(NC(=O)CS(=O)Cc2nc(-c3ccc(C)cc3)oc2C)CC1 (stereo not given),-2,2,-1,-3,-6,8,2,2,-2
C=CCNC(=O)c1ccc2c(=O)n(CCCN3CCCC3=O)c(=S)[nH]c2c1,2,0,11,8,-3,4,10,2,-1
Cc1cc(C(=O)CSc2nnc(-c3ccncc3)n2-c2ccccc2)c(C)n1C,2,6,5,13,5,15,-9,2,-25
C=CCn1c(COc2ccccc2)nnc1SCC(=O)Nc1ccc(S(N)(=O)=O)cc1,2,-5,5,-3,2,-19,20,1,3
Cc1ccc(-c2nc3ccccc3c(=O)n2CCCn2ccnc2)cc1,0,4,4,-17,-7,-8,31,-1,1

# No enrichment for hits, and some 4.1% of all compounds hit somewhere here.
